TAG inh = inhibitors of triacylglycerol accumulation, primary screen, cell-based, uHTS, fluorescence, H9c2 | H9c2 cells, Nile Red lipid (TAG) fluorescence; cells loaded with 200 µM oleic acid | inhibition, % at 12.5 µM | hit rate 0.66% among 230,000 | AID 651582, 2012;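 active means pattern-corrected inhibition of lipid staining of at least 50% with the nuclear-stain viability signal not falling by more than 50%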;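 further: 0% = DMSO wells and 100% = triacsin C control wells; some results filed as inactive read as strong as hits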
TAG inh DAPI viability = second read-out of TAG inh, no call of its own (marks repeat the call); DAPI nuclei signal change (viability), lower = more cytotoxic, %;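 whole-well DAPI fluorescence read on a plate reader as a viability signal; minus 50 percent equals half of cells still viable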
* hit, by the source's call. Not all compounds are listed (hit frequency here may not be typical).

The line under a structure holds: TAG inh, TAG inh DAPI viability
Cn1cc(CNC(=O)c2ccc3nc(Cc4ccccc4F)oc3c2)cn1
→ 1.4, -0.6
COC(=O)c1nnn(CC(=O)Nc2cc(Cl)ccc2C)c1C(=O)OC
→ -11.2, 4.3
CC(C)c1ccc(CC(=O)N2CCC2(C)C(=O)NS(=O)(=O)c2ccc(C(C)(C)C)cc2)cc1 (stereo not given)
→ 11.5, -11.8
C(=N\Nc1nc(N2CCCC2)nc(N2CCCC2)n1)/c1cccnc1
→ 5.7, -3.1
CCCCOCCCNC(=O)c1c(-c2ccccc2)noc1C
→ -21.8, 1.7
O=C(c1ccco1)N1CCN(S(=O)(=O)c2ccc3c(c2)CCN3C(=O)C2CCC2)CC1
→ -17.1, 2.2
CCC(=O)Nc1ccc(C(=O)OCc2ccccc2Cl)cc1
→ 21.9, -6.1
CCc1cc(C(=O)OC)c(NC(=O)CSc2nccn2C)s1
→ -2.1, -4.0
CC1CCCN(C(=O)COC(=O)COc2ccc(C#N)cc2)C1 (stereo not given)
→ -6.4, 1.0
Cc1ccc(S(=O)(=O)N(C)CC(=O)N(CC(C)C)C2CCS(=O)(=O)C2)cc1 (stereo not given)
→ -93.6, 21.1
COc1cc(C2c3sc(=O)[nH]c3SC3C(=O)N(c4ccc(C)cc4)C(=O)C32)ccc1O (stereo not given)
→ -4.2, 5.0
O=C(NC(Cc1ccccc1)C(=O)O)/C(=C\c1ccco1)NC(=O)c1ccc(Br)cc1 (stereo not given)
→ -10.9, -5.2
O=C(NNC(=O)c1ccccc1-n1cccc1)c1ccc(Cl)nc1
→ 4.9, -7.4
CC(C)(C)CC(C)(C)NC(=S)Nc1ccc2nc(-c3ccccn3)c(-c3ccccn3)nc2c1
→ 11.4, 5.1
Cc1ccc(C(=O)Nc2cc(Cl)ccc2-n2cncn2)s1
→ 15.8, 2.9
COc1cccc(OC)c1-c1nn2c(-c3cc(-c4ccccc4)n[nH]3)nnc2s1
→ 0.4, 6.6
O=C(Nc1cccc(S(=O)(=O)N2CCCCC2)c1)c1ccc2ncsc2c1
→ 0.8, 2.1
COc1ccccc1-c1nnc2n1N=C(c1ccc(OC(F)F)c(OCC3CC3)c1)CS2
→ -2.2, 4.1
Cc1ccc(Nc2nc(-c3ccc(C)cc3)c(CC(=O)O)s2)cc1
→ 2.3, -9.8
CCOc1ccc(C(C)NC(=O)C2CCC2)cc1 (stereo not given)
→ 5.3, 0.1
Cc1ccc2c(C)c(C(=O)N(C)CCC3CCCCO3)oc2c1C (stereo not given)
→ -15.3, 5.5
CC1(C(=O)NS(=O)(=O)c2cccc(Cl)c2)CCN1C(=O)Cc1cc(F)ccc1F (stereo not given)
→ -8.1, 15.8
O=C(c1ccc(Cl)cc1)N1CCCOC1
→ 0.0, 0.5
Cn1c(C(=O)N/N=C/c2ccccc2)cc2ccccc21
→ 14.8, -4.7
CSc1nc(NC(C)C)nc(N2CCOCC2)n1
→ 4.4, 0.9
CCN(C(=O)CSc1nnc(-c2ccco2)n1CC)c1c(N)n(Cc2ccccc2)c(=O)[nH]c1=O
→ 8.7, 4.9
NS(=O)(=O)c1ccc(-n2nc(C(=O)O)cc2-c2ccc(Cl)cc2)cc1
→ 4.5, 0.8
CCCCCC(=O)N1C[C@@H](n2cc(-c3ccc(F)cc3)nn2)[C@H](O)C[C@@H]1c1ccc(Cl)cc1
→ -5.1, -1.9
O=S(=O)(Nc1nc2ccccc2nc1NCC1CCCO1)c1cccs1 (stereo not given)
→ -0.2, -4.5
CCC(C)(C)C1CCc2[nH]nc(C(=O)NC3CCCC3)c2C1 (stereo not given)
→ 17.9, 4.0
Cc1ccc(S(=O)(=O)CCC(=O)OCC(=O)Nc2ccc(N3CCOCC3)cc2)cc1
→ 14.0, 5.3
COc1ccccc1C(=O)NCCC(=O)NC(C)CCc1ccccc1 (stereo not given)
→ -9.8, 0.8
COc1ccc(NS(=O)(=O)c2cccc(C(=O)N3CCC3)c2)cc1
→ 7.7, -5.1
COc1ccc(NC(=S)N2CCN(Cc3ccc(C)cc3)CC2)cc1
→ -11.5, 5.5
CCCS(=O)(=O)N1CCN=C1SCc1cccc2ccccc12
→ 10.0, -16.9
Cc1nnc2ccc(-c3ccc(NC(=O)c4ccco4)cc3)nn12
→ 12.6, 1.9
CC(C)c1csc(CN2CCC(CO)(Cc3ccccc3)CC2)n1
→ -34.8, 2.2
O=C(Nc1ccccc1)c1cc(C2CCCCN2C(=O)OCc2ccccc2)on1 (stereo not given)
→ 0.3, -4.7
COc1ccc(CNC(=O)c2ccc(Cn3nc(C)c([N+](=O)[O-])c3C)o2)cc1
→ 4.8, -7.2
O=C1OCCN1C(=O)[C@H]1[C@H](c2ccc(F)cc2)C(c2ccccc2)=NN1c1ccc(Br)cc1
→ -0.3, 66.2
COc1cccc(OCC(O)CN(CCO)Cc2ccccc2)c1 (stereo not given)
→ 6.1, -5.5
C=CCN1C(=O)C(CC(=O)O)S/C1=N/N=C/c1ccc(N(CC)CC)cc1 (stereo not given)
→ 1.0, -2.1
CCC1=Nc2ccc(Br)cc2C(c2ccccc2)N1CC(=O)OC (stereo not given)
→ -3.3, 5.4
CCOC(=O)c1ccc(OCCOc2ccccc2C)cc1
→ -6.6, -1.1
CN(C(=O)C1CCCCC1)C1CCS(=O)(=O)C1 (stereo not given)
→ 2.7, -7.9
Cc1nn(C)c(Nc2ccc(Br)cc2)c1Br
→ -5.0, 6.7
CC(=O)C1=C(C)N(CC2CC2)C(=O)N[C@H]1c1cccs1
→ -26.3, 1.8
CCC(C)NC(=O)c1cccc(OCc2c(C)noc2C)c1 (stereo not given)
→ -3.3, 1.8
Cc1ccc(N2C(=O)N(CC(=O)Nc3ccc(C)cc3C)C(=O)C2C)cc1 (stereo not given)
→ 10.2, 17.4
OC(CN1CCCCC1)c1ccc2c3c(cccc13)CC2 (stereo not given)
→ -5.2, 16.1
COCC(=O)Nc1ccc2c(c1)OCO2
→ -4.3, -2.1
COc1ccc(Cn2nnnc2C(C(C)C)N(Cc2ccco2)Cc2cccs2)cc1 (stereo not given)
→ 5.9, -3.5
CCCn1nnnc1SCC(=O)NCc1ccccc1
→ -6.2, -6.8
Cc1cccc(CNC(=O)C2CCC(=O)N(Cc3ccccc3F)C2)n1 (stereo not given)
→ 3.8, 4.6
c1ccc(-c2ccccc2OCCn2cncn2)cc1
→ 0.8, -0.7
O=C(NN1C(=O)c2ccccc2C1=O)C1CC2CCC1C2 (stereo not given)
→ 10.4, -26.2
CN(CC(=O)Nc1ccc(Cl)cc1)C1=NS(=O)(=O)c2ccccc21
→ -15.3, 0.5
CC(=O)c1ccc(-c2nnc(CCC(=O)N(C)Cc3cnc4ccccn34)o2)s1
→ 1.1, 8.0
O=C(CSc1nnc(-c2ccco2)o1)c1ccc(O)cc1O
→ 0.5, -11.3
COc1ccc(C(=O)NC(=S)N2CCOCC2)cc1Br
→ -13.1, -4.0

Later entries.
The line under a structure holds: TAG inh, TAG inh DAPI viability
CC(=O)c1sc(NC(=O)C2CC(=O)N(Cc3ccco3)C2)nc1-c1ccccc1 (stereo not given)
→ -19.1, 4.4
O=C(NCCc1ccccc1)c1n[nH]c(=O)c2ccccc12
→ 15.4, -14.9
CCCCc1nnc(NC(=O)C23CC4CC(CC(NC(C)=O)(C4)C2)C3)s1
→ 3.6, 3.9
Clc1ccc2nc(N3CCNCC3)nc(-c3ccccc3)c2c1
→ 18.1, 48.5
CSc1ccccc1C(=O)N1CCN(c2ccc(F)cc2)CC1
→ 13.9, -3.7
Cc1nc([N+](=O)[O-])cn1CC(O)c1ccc(Cl)cc1 (stereo not given)
→ -4.0, 6.1
CC(CCc1ccccc1)NC(=O)c1ccccc1Cl (stereo not given)
→ -12.4, -0.1
COc1ccccc1-c1cc(=O)c2c(O)ccc([N+](=O)[O-])c2o1
→ -18.0, -3.1
Cc1nn(C)cc1CNC(=O)Nc1ccc(Br)cc1Cl
→ -17.2, 5.8
Clc1nc(N2CCOCC2)ncc1Br
→ -5.7, 9.4
O=C(CN1C(=O)NC2(CCCC2)C1=O)N1CCN(c2ccc(C(F)(F)F)cc2[N+](=O)[O-])CC1
→ -7.3, -0.6
CN1CCN(S(=O)(=O)c2ccc(NC(=S)NC(=O)C(C)(C)C)cc2)CC1
→ 0.7, 19.1
Cc1ccccc1Nc1nc(N)nc(COC(=O)C2CCCCC2)n1
→ 3.2, -1.2
O=C1OCC2=C1C(c1ccc(F)cc1)c1cc3c(cc1N2)OCCO3 (stereo not given)
→ 59.8*, -20.4*
COc1ccc(/C=N/NC(=O)c2ccccc2OCc2ccccc2)c(OC)c1
→ -15.2, 7.7
C=CCOC(=O)CCC(=O)Nc1cccc2ccccc12
→ 8.1, 3.5
COc1ccc(S(=O)(=O)NCCOc2ccccc2)cc1-n1cnnn1
→ 8.4, 6.0
CC(C)=CC(=O)Nc1ccc(OCc2ccccc2)cc1
→ -4.0, -5.7
CC(OC(=O)CC1CCCCC1)C(=O)Nc1ccc(F)cc1 (stereo not given)
→ -15.8, 11.7
Cc1cc(C(=O)NNS(=O)(=O)c2ccccc2C(F)(F)F)nn1C(C)(C)C
→ 7.9, 4.2
CCN(CC)c1ccc2cc(S(=O)(=O)c3ccc(Cl)cc3)c(=O)oc2c1
→ -21.0, 21.8
COc1ccccc1NC(=S)N(Cc1cccnc1)Cc1ccco1
→ 1.6, -2.7
CCCNC(=O)C1(C)CCCN(C(=O)c2cccc(Cl)c2)C1 (stereo not given)
→ -0.7, 3.9
O=C(COC(=O)/C=C/c1cccc([N+](=O)[O-])c1)NCc1ccc2c(c1)OCO2
→ -10.7, -0.4
O=C(Cn1ncc2c(=O)oc3ccccc3c21)NCC1CCCO1 (stereo not given)
→ -13.3, 0.5
CC(=O)c1cc(-c2ccccc2)n(CCC(=O)NCc2cccs2)c1C
→ 21.7, 9.6
N#Cc1ccc(-c2ccc(Cl)cc2)nc1SCC(=O)c1cccc(Cl)c1
→ -14.9, 4.8
CCCCn1c(N)c(N(CCOC)C(=O)c2ccc(C)o2)c(=O)[nH]c1=O
→ -7.5, 1.6
CCOc1ccc(S(=O)(=O)Nc2ccc(C(=O)N3CCCC3)cc2)cc1
→ -2.3, 5.7
CCN(CC)CCn1c(=N)n(CC(=O)c2ccc(C)cc2)c2ccccc21
→ 18.4, 5.9
Cc1onc(-c2ccccc2)c1C(=O)N/N=C/c1cccs1
→ -15.1, 7.8
CC(C)CN1CCC(CN2CCNC(=O)C2=O)CC1
→ -4.6, 2.9
O=C(NCCS(=O)(=O)N1CCN(c2ccccc2)CC1)c1cc(=O)c2ccccc2o1
→ 11.8, -15.7
CCOC(=O)C1CCN(C(=O)COc2ccc(Cl)cc2Cl)CC1
→ 6.2, -1.8
C[C@H]1CN([C@@H](C)CO)C(=O)c2cc(C#Cc3ccccn3)cnc2O[C@@H]1CN(C)Cc1ccccc1
→ 7.6, -2.8
O=C(Cn1nnc2c(cnn2-c2ccc(F)cc2)c1=O)Nc1ccccc1C(F)(F)F
→ 20.5, -14.6
Cc1nccc2oc(=O)c(NC(=O)c3ccc(Cl)cc3)cc12
→ -6.3, 9.4
Cc1cccc(-n2nc(C)c3c(C(=O)O)cc(-c4cccs4)nc32)c1
→ 2.0, -9.3
O=C(c1cccs1)N1C[C@@H](n2cc(-c3ccc(F)cc3)nn2)[C@H](O)C[C@@H]1c1ccc(Cl)cc1
→ -13.6, -11.6
COc1cccc(COC(=O)c2cc(S(=O)(=O)N3CCCCC3)ccc2N2CCOCC2)c1OC
→ 16.9, 2.7
O=C(CSc1nc2ccccc2n1Cc1ccccc1)N/N=C/c1ccccc1C(=O)O
→ 5.0, -0.5
O=C(CNC(=O)c1ccc(Cl)cc1Cl)OCn1nnc2ccccc2c1=O
→ 0.4, 5.6
COc1ccc(CN(Cc2ccc(C(=O)O)cc2)C(=S)Nc2ccc(C)cc2)cc1OC
→ 4.5, -1.1
CS(=O)(=O)Nc1ccc(-c2cnc3cccnn23)cc1
→ -26.1, -0.4
COc1ccc(CNC(=O)C2(CC3CC(c4ccccc4)=NO3)CCNCC2)cc1 (stereo not given)
→ 4.0, -1.8

Continued (3 carried over from the part before).
The line under a structure holds: TAG inh, TAG inh DAPI viability
COc1ccc(CN(Cc2ccc(C(=O)O)cc2)C(=S)Nc2ccc(C)cc2)cc1OC
→ 4.5, -1.1
CS(=O)(=O)Nc1ccc(-c2cnc3cccnn23)cc1
→ -26.1, -0.4
COc1ccc(CNC(=O)C2(CC3CC(c4ccccc4)=NO3)CCNCC2)cc1 (stereo not given)
→ 4.0, -1.8
CCOCCCn1c(C)nc2c(c1=O)c1nc3ccccc3nc1n2CCC1=CCCCC1
→ 4.9, -1.0
O=C(CCC1CCCCC1)Nc1c2c(nn1-c1ccc(F)cc1)CS(=O)C2 (stereo not given)
→ 25.4, -9.4
COc1ccccc1S(=O)(=O)N(C)C[C@H]1OCc2cnnn2CCCC(=O)N([C@@H](C)CO)C[C@@H]1C
→ -10.4, -3.3
Cc1n(Cc2ccccc2)c2ccccc2[n+]1Cc1ccccc1
→ -25.7, -5.4
COc1ccc(NC(=O)C2CC2)cc1-n1cnnn1
→ 5.2, -5.4
CCNC(=O)COc1ccc(/C=N/NC(=O)c2cccnc2)cc1OC
→ 8.5, 4.8
O=c1c2nnn(-c3ccc(Br)cc3)c2ncn1Cc1ccccn1
→ 9.5, -4.7
O=C(NC1CCCC1)C1CCCN1C(=O)Nc1ccccc1 (stereo not given)
→ 12.3, -18.9
COc1ccc(C(C)=O)cc1Cn1c(C)c(C(=O)NCc2cccc(C(F)(F)F)c2)sc1=O
→ 2.5, -3.9
O=C(NCc1ccccc1)c1nc2ccccc2s1
→ -2.2, -5.5
COc1ccc(CN2CCn3ncc(C(=O)Nc4cc(C)cc(C)c4)c3C2=O)cc1
→ 6.6, 4.3
Cc1cc(C(C#N)c2cccc(Cl)c2)n2ncnc2n1 (stereo not given)
→ -8.7, 9.7
COc1cccc(C(NC(C)=O)c2nc(-c3cc4ccccc4o3)cs2)c1 (stereo not given)
→ 5.0, 4.3
CCOc1ccccc1NC(=O)COC(=O)CC(NC(N)=O)c1ccc(Cl)cc1 (stereo not given)
→ 7.1, 7.9

Assay outcomes: PubChem, Sanford-Burnham Center for Chemical Genomics
